High-throughput results (PubChem)
S3 lipid droplet = qHTS Assay for Lipid Storage Modulators in Drosophila S3 Cells | hit rate 0.64% among 320,000 | Drosophila S3 cells, BODIPY lipid droplet fluorescence, 18-24 h; cells fed with added oleic acid | Potency in µM for hits, for the others lipid storage change, negative = inhibition, % at the top dose, mostly 46.1 µM; active = well fitted inhibition curve with a large enough effect in the signal ratio, with a control signal flat, not every such curve was filed as active; inconclusive = small, poorly fitted or top-dose-only effect, or effect the other way, or a change in a side signal; the % refers to the signal ratio
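Drosophila S3 cells loaded with oleic acid (400 uM, as added) and compounds at several concentrations; lipid droplets imaged by 488-nm laser-scanning cytometry, 500–530 nm intensity and object ratio to cell channel. Percent activity normalized to 20 uM Triacsin C.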
S3 lipid droplet cell count max = second read-out of S3 lipid droplet, no call of its own (marks repeat the call); cell number change, %; measured here: cell count max response;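 cells counted by Cell Tracker Red CMTPX staining in the red channel; peak over a dose series mostly up to 46.1 µM; percent activity relative to internal control wells on each plate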
* marks the source's active call; other numbers are inactive results; i = inactive; ? = inconclusive; . = no result given; [ ] = another dose, or the depositor's remark. % is scaled to controls: 0 for no effect and ±100 for the full control effect; potency is read from the fitted curve at half-maximal effect. Only part of the results is shown; rates above refer to the full screens.

SMILES	S3 lipid droplet	S3 lipid droplet cell count max
COc1ccccc1N1C(=O)c2ccccc2NC1c1ccncc1 (stereo not drawn)	?	.
COC(=O)c1ccc2c(=O)sc(N3CCC(C(N)=O)CC3)nc2c1	i	.
Cc1cccc(Cc2nnc(CCC(=O)N(C)Cc3ccncc3C)o2)c1	-1%	1
C/C(=N\Nc1nc(C(C)(C)C)cs1)c1ccccc1	?	.
O=C1CN(C(=O)OCc2ccccc2)c2ccccc2N1	?	.
Cc1ccc(-c2cc(C(=O)N3CCN(C(=O)c4ccco4)CC3)[nH]n2)cc1C	i	.
COC(=O)CNC(=O)COc1ccccc1	26µM*	0.3*
Cc1cc(C(=O)N2CCOCC2)ccc1[N+](=O)[O-]	-1%	1
COc1ccc(-c2cc(C(=O)N3CCCCC3)c3ccccc3n2)cc1	?	.
COc1cc(C(=S)N2CCCCC2)ccc1OCC(=O)Nc1ccc(F)cc1	?	.
COc1ccc(/C=C(\C#N)C(=O)OCC(=O)NCc2ccco2)cc1	?	.
C/C=C/C(=O)OCc1csc(CC(=O)Nc2ccccc2C)n1	?	.
CCc1nnc(NS(=O)(=O)c2ccc(NC(=O)c3cccc([N+](=O)[O-])c3)cc2)s1	i	.
CN1CCN(C(=O)c2cc(-c3cccc(Cl)c3)on2)CC1	-2%	-23
Cc1c(C(=O)N2CCN(c3ccccc3F)CC2)sc2ncn(CC(=O)N3CCOCC3)c(=O)c12	25%	10
COc1ccccc1NC1=C(C)C(=O)CC1	?	.
O=C(NCCC1=CCCCC1)C(=O)NCC1OCCCN1S(=O)(=O)c1ccc(F)cc1 (stereo not drawn)	?	.
Cc1cc2c(c(=O)n1C)C(C(C)C)C(C#N)=C(N)O2 (stereo not drawn)	?	.
CCOC(=O)c1c(C)[nH]c(C(=O)C(C)Cl)c1C (stereo not drawn)	?	.
Cc1oc(-c2ccccc2Cl)nc1CS(=O)CC(=O)NCc1ccccc1Cl (stereo not drawn)	i	-12
c1ccc(C2=NNC(c3ccccn3)=NN2)nc1	4%	1
CCOC(=O)N/N=C/c1cn(Cc2ccccc2Cl)c2ccccc12	11%	-7
Cc1cccc(C(=O)OCC(=O)N(C)CC(=O)Nc2ccc(Cl)c(C(F)(F)F)c2)c1	?	.
CCC(=O)Oc1ccc2c(C)cc(=O)oc2c1C	?	.
CCn1c(C)cc(/C=C2/NC(=O)N(c3ccccc3)C2=O)c1C	?	.

New compounds follow.
SMILES	S3 lipid droplet	S3 lipid droplet cell count max
O=C(CN(Cc1ccc(Cl)cc1)C(=O)CNS(=O)(=O)c1ccc(F)cc1)NCC1CCCO1 (stereo not drawn)	?	.
Cc1ccc(CCNC(=O)Cc2ccc(NC3=NC4CS(=O)(=O)CC4S3)cc2)cc1 (stereo not drawn)	14%	12
CCn1c(Cc2c(C)[nH]c3ccccc23)nnc1SCC(=O)NCc1ccccc1	2%	-8
COc1ccccc1C(=O)Nc1nnc(S(=O)(=O)N2CCN(c3ccc(F)cc3)CC2)s1	?	.
O=C(NC1CCCC1)C1CCN(C(=O)c2ccccc2Cl)CC1	?	.
CC1CC(C)CN(S(=O)(=O)c2cc3c(cc2Cl)NC(=O)CO3)C1 (stereo not drawn)	1%	2
CNc1snc(C)c1C(=O)OCC(=O)c1cc(F)ccc1OC	?	.
O=c1[nH]ncn1-c1cccc(C(F)(F)F)c1	i	7
O=C(Nc1ccc(Cc2ccncc2)cc1)c1ccc(N2CCOCC2)c([N+](=O)[O-])c1	?	.
COc1cc(/C=N/Nc2cc(C)nc(NS(=O)(=O)c3ccccc3)n2)ccc1O	?	.
O=C(O)c1cc(-c2ccc3c(c2)OCO3)nc2ccccc12	?	.
CCc1cc2c(=O)n(CC)c(SC(C)C(=O)Nc3c(C)n(C)n(-c4ccccc4)c3=O)nc2s1 (stereo not drawn)	?	.
CCCN1C(=O)c2ccc(C(=O)Nc3cc(C)ccc3O)cc2C1=O	i	-20
Cc1ccc(S(=O)(=O)NCC(=O)OC(C)C(=O)c2ccccc2)cc1 (stereo not drawn)	?	.
Cc1ccc(C)c(OCCOCCN2CC(C)OC(C)C2)c1C (stereo not drawn)	?	.
S=c1[nH]nc(-c2ccccn2)n1/N=C/c1ccc(Cl)cc1	14%	9
C/C(CCC(C)C)=N\NC(=S)Nc1cc(S(=O)(=O)N2CCOCC2)ccc1N1CCOCC1	?	.
O=C(NCCCO)c1ccc2nc(-c3ccco3)c(-c3ccco3)nc2c1	?	.
Cc1ccc2cc(CCNC(=O)C(=O)c3c[nH]c4ccccc34)c(=O)[nH]c2c1	10%[9.22 µM]	-2
Cc1noc(C(=O)N2CCN(c3ccccc3)CC2)c1Cl	?	.
O=S(=O)(NCc1ccccn1)C(F)(F)F	-17%	16
COc1ccc(S(=O)(=O)n2nc(OC(=O)C3CCCCC3)cc2N)cc1	0%	3
CC1CN(CC(=O)NN=C(c2ccccc2)c2ccccc2)CC(C)O1 (stereo not drawn)	7%	9
Cn1c(N)c(Sc2ccc(F)cc2)c(=O)n(C)c1=O	?	.
CC(C)CC(c1nnnn1CC1CCCO1)N1CCN(C2CCCC2)CC1 (stereo not drawn)	?	.

Sorted by molar mass (highest first): 5 of the compounds above.
SMILES	S3 lipid droplet	S3 lipid droplet cell count max
C/C(CCC(C)C)=N\NC(=S)Nc1cc(S(=O)(=O)N2CCOCC2)ccc1N1CCOCC1	?	.
COc1cc(/C=N/Nc2cc(C)nc(NS(=O)(=O)c3ccccc3)n2)ccc1O	?	.
Cc1ccc(S(=O)(=O)NCC(=O)OC(C)C(=O)c2ccccc2)cc1 (stereo not drawn)	?	.
Cn1c(N)c(Sc2ccc(F)cc2)c(=O)n(C)c1=O	?	.
O=S(=O)(NCc1ccccn1)C(F)(F)F	-17%	16

More compounds follow:
SMILES	S3 lipid droplet	S3 lipid droplet cell count max
CC(C)Oc1ccc(C(=O)OCC(=O)NCCNC(=O)COC(=O)c2ccc(OC(C)C)cc2)cc1	i	14
CCCc1nnc(NC(=O)c2nc(S(=O)(=O)Cc3cccc(C)c3)ncc2Cl)s1	?	.
O=C(NCC1COc2ccccc2O1)C1CCN(S(=O)(=O)c2cccc3nsnc23)CC1 (stereo not drawn)	?	.
O=C(c1ccccc1)C1CCN(C(=O)c2ccco2)CC1	?	.
Cc1ccccc1C(=O)c1c[nH]c(C(=O)N=CN(C)C)c1	-17%	.
CC(C)CNC(=O)C(=O)N/N=C/c1cccs1	-18%	-5
COc1ccc(NS(=O)(=O)c2cc(C(=O)N3CCN(C/C=C/c4ccccc4)CC3)ccc2C)cc1	?	.
CO/N=C/C(C#N)=C/c1ccc(OC)cc1	?	.
O=C(Cn1c(S(=O)(=O)Cc2ccccc2)nc2ccccc21)N1CCCCC1	?	.
Cc1cc(C)n(CC(C)NC(=O)c2cc(COc3ccc(F)c(F)c3)on2)n1 (stereo not drawn)	-14%	5
COc1ccc(C(=O)N2CCOCC2)cc1Br	8%	-8
CC1CCN(C(=O)COC(=O)c2ccc(=O)n(Cc3ccccc3)n2)CC1	?	.
O=C(CCn1c(=O)oc2cc(Cl)ccc21)Nc1ccc(O)cc1	?	.
CCc1cc(=O)oc2c3c(cc(OCC(=O)NCCCCCC(=O)O)c12)OC(C)(C)CC3	-6%	1
Nc1ccc(Sc2nnnn2-c2ccccc2)c(Cl)c1	?	.
CCc1ccccc1S(=O)(=O)Cc1ccc(C(=O)NCCc2ccccc2)o1	?	.
CN1CCc2c(sc(/N=C/c3cc(Cl)ccc3O)c2C#N)C1	?	.
COCCNC(=O)CCCn1c(=O)c2cc(OC)c(OC)cc2n(CC(=O)c2ccc(Cl)cc2)c1=O	0%	-5
COc1ccc(C(=S)N2CCOCC2)cc1OC(=O)c1ccc(C)cc1	?	.
COc1cc(Cl)cc(C#N)c1OCC(=O)O	-7%	-13
CCOC(=O)Cc1csc(NC(=O)c2ccc(Br)s2)n1	?	.
Cc1cc(C(=O)NCC(=O)OC(C(=O)Nc2cc(C(F)(F)F)ccc2Cl)c2ccccc2)ccc1[N+](=O)[O-] (stereo not drawn)	?	.
CCN(CC)c1ccc(/C=N/Nc2nc3ccccc3[nH]2)cc1	?	.
CCCC(=O)OCC(=O)Nc1ccc2c(c1)OCO2	?	.
CC(C)C(=O)Nc1nnc(Cc2c[nH]c3ccccc23)s1	?	.

Continued:
SMILES	S3 lipid droplet	S3 lipid droplet cell count max
CCOc1cc(C(=S)N2CCOCC2)cc(Br)c1OS(=O)(=O)c1ccccc1	?	.
Nn1c(SCC(=O)NCc2ccccc2)nnc1C1CC1	?	.
CC(C)/C(=N\NC(=O)Nc1ccccc1)c1ccccc1	?	.
CS(=O)(=O)Nc1ccccc1C(=O)c1ccccc1	?	.
Cc1c(NC(=O)CSc2nnc(-c3ccncc3)o2)c(=O)n(-c2ccccc2)n1C	-26%	.
O=C(N/N=C/c1ccc(O)cc1O)c1ccncc1	?	.
CC(=O)N1CCN(CC(=O)Nc2ccc(C)c(F)c2)CC1	11%	.
C=CCN1C(C(=O)c2ccccc2)=C(OC(=O)COc2ccccc2)c2ccccc2S1(=O)=O	?	.
Cc1ccc(CN(Cc2ccc(C)o2)C(=S)NCC(=O)O)cc1	8%	-2
COc1ccc(CNC(=O)C(c2cccs2)N(C(=O)c2csnn2)C2CC2)cc1 (stereo not drawn)	?	.
COc1cc(NC(=S)NC2CC(C)(C)NC(C)(C)C2)cc(OC)c1	14%	5
CCOc1cc(C(=O)NC(CC(=O)O)c2ccc(OC3CCCC3)cc2)cc(OCC)c1OCC (stereo not drawn)	?	.
O=c1/c(=C/c2ccc(O)cc2)sc2n1CCCN=2	?	.
COc1cc(S(=O)(=O)NC2CCCC2)c(OC)cc1Cl	i	.
CCOC(=O)C(=O)Nc1nc(-c2ccc3c(c2)CCN3C(=O)C2CC2)c(C)s1	i	3
COc1cc(O)c2c(c1)OC(c1ccc(O)cc1)CC2=O (stereo not drawn)	-5%	-14
CC(C)(C)OC(=O)N1CCC(CC2CC(c3cccc(Br)c3)=NO2)(C(=O)O)CC1 (stereo not drawn)	-15%	6
COc1ccc(-c2noc(-c3cccc(Cl)c3)n2)cc1OC	?	.
COc1ccc(CN2CCNC(=O)C2CC(=O)NC2CCCCCC2)c(C)c1C (stereo not drawn)	11%	9
CCCOc1cccc(C(=O)Nc2cc(NC(=O)c3ccco3)ccc2OC)c1	?	.
O=C(NC1CCCCCCC1)c1ccc(F)c(S(=O)(=O)N2CCOCC2)c1	19%	-25
COc1cc(C)ccc1OCCOCCN(C)Cc1ccccc1	-3%	-2
O=C(CCCCCCCC(=O)NCC1CCCO1)NCC1CCCO1 (stereo not drawn)	-1%	2
Cn1c(CCNC(=O)c2ccccc2F)nnc1SCC(=O)Nc1nncs1	-15%	13
C=CCn1c2ccccc2c(=O)c2cc(C#CC3(O)CCCCC3)ccc21	i	-25

Seven entries from above, set out differently.
Below each compound – S3 lipid droplet	S3 lipid droplet cell count max
CCOC(=O)C(=O)Nc1nc(-c2ccc3c(c2)CCN3C(=O)C2CC2)c(C)s1
  i	3
COc1cc(O)c2c(c1)OC(c1ccc(O)cc1)CC2=O (stereo not drawn)
  -5%	-14
CC(C)(C)OC(=O)N1CCC(CC2CC(c3cccc(Br)c3)=NO2)(C(=O)O)CC1 (stereo not drawn)
  -15%	6
COc1ccc(-c2noc(-c3cccc(Cl)c3)n2)cc1OC
  ?	.
COc1ccc(CN2CCNC(=O)C2CC(=O)NC2CCCCCC2)c(C)c1C (stereo not drawn)
  11%	9
CCCOc1cccc(C(=O)Nc2cc(NC(=O)c3ccco3)ccc2OC)c1
  ?	.
O=C(NC1CCCCCCC1)c1ccc(F)c(S(=O)(=O)N2CCOCC2)c1
  19%	-25

Next section:
SMILES	S3 lipid droplet	S3 lipid droplet cell count max
CCOC(=O)Cn1nnnc1CN(Cc1ccc(OC)cc1)Cc1cc2cc(C)ccc2[nH]c1=O	0%	-10
CCC(C)NC(=O)COc1ccc(OCc2ccccc2)cc1 (stereo not drawn)	?	.
CCCn1c(SCC(=O)c2cc(C)n(-c3ccc4c(c3)OCO4)c2C)n[nH]c1=O	-14%	-9
COc1cc(C(=O)Nc2cc(-c3ccccc3)[nH]n2)cc(OC)c1OC	?	.
CC(C)(C)C(=O)NC(=S)Nc1cc(C(F)(F)F)ccc1N1CCOCC1	5%	14
OC(C#CCN1CCOCC1)c1cccs1 (stereo not drawn)	3%	1
COc1ccnc(Oc2ccc(F)cc2)c1C(=O)N/C=N/OCc1ccc(Cl)cc1Cl	?	.
CCCc1nnc(SCC(=O)N2CCCC2)n1CC1CCCO1 (stereo not drawn)	25%	10
Cc1cccc(OCC(=O)Nc2ncn[nH]2)c1C	22%	2
Cc1ncc(CO)c2cc(-c3nnc(Nc4ccc5c(c4)OCO5)s3)c(=O)oc12	24%	9
COc1cc2c(cc1OC)C(=O)N(C)CC2	-8%	1
Cc1cccc(OCC(O)CN2CCNCC2)c1 (stereo not drawn)	?	.
COc1ccc(Cn2c(C)nnc2-c2cnn(C)c2N)cc1	10%	45
CC(C)N(Cc1ccccc1)C(=O)COC(=O)/C=C/c1cnc2ccccc2n1	?	.
CC(C)OC(=O)c1nnn(-c2nonc2N)c1CSc1ccccn1	?	.
Cc1ccc(C2N(C)C(=O)c3ccccc3N2C)cc1 (stereo not drawn)	?	.
O=C(O)CCCCNS(=O)(=O)/C=C/c1ccccc1	?	.
CCN(CC)CC(=O)Nc1sc(C)cc1C(=O)c1ccccc1	?	.
COc1cccc(CNS(=O)(=O)c2c(C)[nH]c(C)c2C(=O)N2CCCCC2)c1	i	8
CCN(Cc1nc2ccccc2c(=O)[nH]1)Cc1nc2cc(OC)c(OC)cc2c(=O)[nH]1	?	.
Cc1nnc(NCc2n[nH]c(=O)c3ccccc23)c2ccccc12	?	.
